# LMPTP inh = LMPTP phosphatase inhibitors, primary screen, biochemical, fluorescence intensity, uHTS; Low molecular weight phosphotyrosine protein phosphatase (Homo sapiens), P24666; actives 0.22% (n = 360,000); recombinant LMPTP-A, OMFP fluorogenic substrate; AID 651560, 2012; inhibition, % at 20 µM;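 active means compounds that cut the enzyme signal by at least half of the control window in the single-dose screen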;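 further: plate controls were DMSO wells with enzyme plus substrate for no effect and substrate without enzyme for full effect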
#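 Test system: LMPTP-A, protein tyrosine phosphatase of low molecular weight; Input: 0.625 nM enzyme; Incubation: 50 min dark incubation at room temperature; Signal: endpoint fluorescence intensity from OMFP dephosphorylation; Read-out basis: % inhibition versus control wells.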
# SUMO1 PPI mod = modulators of SUMO1 protein-protein interactions, primary screen, biochemical, uHTS | Small ubiquitin-related modifier 1 (Homo sapiens), P63165 | SUMO1 binding to a labelled peptide, TR-FRET, 1 h | inhibition, % at 20 µM | actives 0.33% (n = 360,000) | AID 602429, 2012; in the data active means inhibition above about 37%
# MsrA inhibitor = bovine MsrA enzyme inhibitors, primary screen, biochemical, absorbance, HTS. inhibition, % at 15.5 µM. purified bovine MsrA, absorbance read-out. actives 0.75% (n = 360,000); in the data active means inhibition above about 4.5%;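 further: 0% = vehicle wells with enzyme and 100% = reference inhibitor wells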
# bovine MsrA act = bovine MsrA enzyme activators, primary screen, biochemical, absorbance, HTS; Methionine sulfoxide reductase A (Bos taurus); actives 0.3% (n = 360,000); AID 602163, 2012; activation, % at 10.6 µM; purified bovine MsrA, absorbance read-out; in the data active means activation above about 7.5%;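 further: 0% = vehicle and 100% = reference activator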
# NRP1-CendR mod = modulators of CendR peptide binding to NRP-1, primary screen, biochemical, fluorescence polarization, uHTS. FAM-RPARPAR peptide binding to NRP-1. AID 602438, 2012. inhibition, % at 25 µM. actives 0.85% (n = 360,000). Neuropilin-1 (Homo sapiens), O14786;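 active means inhibition or corrected inhibition above about 18%, plus a signal ratio from 0.5 to 1.5, limit read from the data, passing the limit was not always enough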; further: strong numbers were not always called active
# STEP inh = STEP phosphatase inhibitors, primary screen, biochemical, fluorescence intensity, uHTS | inhibition, % at 20 µM | recombinant STEP, OMFP fluorogenic substrate | actives 0.25% (n = 360,000);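 active means inhibition at 20 µM, scaled per plate between control wells, above about 37%, limit read from the data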;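 further: 0% = DMSO with enzyme and substrate and 100% = substrate only without enzyme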
#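 System: STEP phosphatase, cell-free reaction; Buffer or medium: Bis-Tris pH 6.0 buffer with DTT, detergent; Incubation: 20 min at room temperature, dark; Measured by: fluorescence, 480/540 nm.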
# eLon inh = inhibitors of E. coli Lon protease, primary screen, biochemical, fluorescence polarization; P0A9M0; purified E. coli Lon protease; inhibition, % at 7.94 µM; actives 0.42% (n = 360,000); AID 602123, 2011; in the data active means inhibition above about 13%, passing the limit was not always enough;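 further: 0% = enzyme with probe and DMSO and 100% = no enzyme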
# Tb MetRS inh = T. brucei MetRS inhibitors, primary screen, biochemical, luminescence; purified T. brucei MetRS, ATP depletion, Kinase-Glo luminescence; inhibition, % at 11.9 µM; actives 0.4% (n = 360,000); methionyl-tRNA synthetase (Trypanosoma brucei brucei);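 active means inhibition above a per-plate cutoff of the control wells' mean inhibition plus 3 SD, cut at about 5.5% in these data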;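 further: 0% = DMSO wells median and 100% = median of wells with control inhibitor compound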
#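 Material: parasite MetRS enzyme / Replication: singlicate, one well per compound / Signal: luminescence of leftover ATP / Schedule: 2 h aminoacylation at 25 °C after 15 min preincubation / Medium: HEPES-MgCl2-KCl buffer plus DTT, spermine, BSA, pyrophosphatase / Doses: 11.9 µM single point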
# Scp1 inh = Scp-1 phosphatase inhibitors, primary screen, biochemical, colorimetric, uHTS | Carboxy-terminal domain RNA polymerase II polypeptide A small phosphatase 1 (Homo … | actives 0.88% (n = 340,000) | AID 493091, 2011 | inhibition, % at 20 µM | Recombinant Scp1, phosphopeptide, malachite green phosphate absorbance;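 active means inhibition above about 50% at 20 µM, limit read from the data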;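 further: plate controls were DMSO wells with enzyme for no effect and wells lacking enzyme for full effect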
#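 Test system: SCP-1 phosphatase catalytic domain, residues 76-261; measured by: colorimetric phosphate reagent with accelerator and stabiliser, absorbance at 630 nm; timing: enzyme reaction 45 min at room temperature, colour 5 min, stabilisation 30 min; also added: Phosphorylated 17-residue peptide substrate; compound dosing: one concentration, 20 µM, with 1.0% DMSO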
# DNMT1 inh = human DNMT1 methyltransferase inhibitors, primary screen, biochemical, molecular beacon, fluorescence, HinP1I cleavage, uHTS; inhibition (reported as % activation of signal), % at 10 µM; actives 0.83% (n = 360,000); AID 588458, 2011; in the data active means inhibition above about 50%
# Target sequence (P26358 504-1616 limits assumed): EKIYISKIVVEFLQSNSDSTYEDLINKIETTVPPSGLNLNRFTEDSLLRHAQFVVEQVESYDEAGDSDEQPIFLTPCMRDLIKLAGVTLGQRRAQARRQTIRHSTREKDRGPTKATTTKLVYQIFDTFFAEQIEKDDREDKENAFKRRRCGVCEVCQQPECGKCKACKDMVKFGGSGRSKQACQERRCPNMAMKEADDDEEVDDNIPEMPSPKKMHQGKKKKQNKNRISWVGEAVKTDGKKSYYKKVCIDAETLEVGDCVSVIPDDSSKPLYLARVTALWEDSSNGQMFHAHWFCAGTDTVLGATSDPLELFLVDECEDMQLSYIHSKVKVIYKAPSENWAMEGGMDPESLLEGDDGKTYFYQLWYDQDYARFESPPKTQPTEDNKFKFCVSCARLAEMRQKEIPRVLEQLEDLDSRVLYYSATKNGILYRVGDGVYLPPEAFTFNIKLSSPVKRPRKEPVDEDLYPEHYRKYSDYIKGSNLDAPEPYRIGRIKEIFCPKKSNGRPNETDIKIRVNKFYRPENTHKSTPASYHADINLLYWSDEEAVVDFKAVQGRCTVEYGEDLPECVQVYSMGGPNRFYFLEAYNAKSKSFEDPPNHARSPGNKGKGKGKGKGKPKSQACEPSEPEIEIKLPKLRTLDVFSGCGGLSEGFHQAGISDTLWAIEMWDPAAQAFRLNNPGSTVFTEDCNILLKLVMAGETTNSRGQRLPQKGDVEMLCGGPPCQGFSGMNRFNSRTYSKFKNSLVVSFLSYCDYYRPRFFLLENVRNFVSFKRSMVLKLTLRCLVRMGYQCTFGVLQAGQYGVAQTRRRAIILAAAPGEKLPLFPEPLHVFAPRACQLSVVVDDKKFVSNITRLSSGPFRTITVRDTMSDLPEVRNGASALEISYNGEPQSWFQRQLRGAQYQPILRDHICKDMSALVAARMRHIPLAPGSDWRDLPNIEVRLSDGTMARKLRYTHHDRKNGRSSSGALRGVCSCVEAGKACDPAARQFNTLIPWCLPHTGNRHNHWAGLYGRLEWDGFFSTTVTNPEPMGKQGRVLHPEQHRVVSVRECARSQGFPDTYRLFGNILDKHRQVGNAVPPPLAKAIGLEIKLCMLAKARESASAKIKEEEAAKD
# * = called active by the depositor; . = no result given. An unsorted share of the library; 4.3% or so of the library scored in one or more.
SMILES,LMPTP inh,SUMO1 PPI mod,MsrA inhibitor,bovine MsrA act,NRP1-CendR mod,STEP inh,eLon inh,Tb MetRS inh,Scp1 inh,DNMT1 inh
COC(=O)CSc1nc2sc3c(c2c(=O)n1-c1ccc(OC)cc1)CCN(C)C3,4.4,-21,2.3,-13,-4,-1,7,-1.7,-9,3
CC(OC(=O)c1cc[n+]([O-])cc1)C(=O)NCc1ccccc1 (stereo not drawn),0.1,-4,-0.7,-3,11,-2,6,-0.4,-2,1
COc1cccc(Cn2c(Cn3c(-c4cnccn4)nc4ccccc43)nc3ccccc32)c1,1.4,-4,1.5,-4,-10,.,0,-0.9,.,.
COc1ccsc1NC(=O)OCc1ccc(Cl)cc1,-0.3,10,-0.1,-5,4,-1,5,-1.3,-14,-7
O=C(NN1C(=O)C2C(C1=O)C1C=CC2C12CC2)c1ccncc1 (stereo not drawn),-0.9,1,2.2,-2,-3,2,-7,0.1,-7,0
COc1ccccc1CNC(=O)c1cnn2c(C(F)F)cc(C)nc12,-0.3,2,0.1,-4,0,-1,-8,-0.2,-6,-4
CN(CC(=O)Nc1ccccc1Cl)C(=O)c1ccc(N2CCCCCC2)c([N+](=O)[O-])c1,2.2,-18,-0.3,-2,-12,2,6,-0.4,3,-5
O=C(Nc1ccc(N2CCOCC2)cc1N1CCOCC1)c1cccs1,-0.6,1,1.2,-4,1,3,-12,-1.0,-8,3
O=C(NCc1cccs1)C(Cc1ccccc1)NS(=O)(=O)c1cccs1 (stereo not drawn),0.2,3,1.1,-2,-56,-1,-28,-0.5,-1,-4
CCn1cc(CN2CCC(C(=O)Nc3cccc(-c4cscn4)c3)CC2)cn1,0.3,4,-1.4,-5,1,-1,4,-0.3,-8,-1
COC(=O)[C@H](Cc1ccccc1)NC(=O)Cn1ccc(NC(=O)OCc2ccccc2)nc1=O,-0.6,1,1.4,-2,3,-3,-4,-0.3,3,2
O=S(=O)(Nc1c(F)cccc1F)c1ccc2c(c1)OCCO2,-0.5,0,-0.2,-4,6,-1,-7,-0.4,1,2
CN(C)S(=O)(=O)c1cccc(C(=O)Nc2cc(S(=O)(=O)N3CCOCC3)ccc2N2CCCC2)c1,1.9,3,0.4,-4,5,16,-8,0.2,-7,0
COCCNC(=O)C1CC(c2cccc(F)c2)=NO1 (stereo not drawn),-1.2,3,2.6,-1,14,-1,-3,0.2,-8,1
CCS(=O)(=O)N1CCCC(C(=O)NC2CCCC2)C1 (stereo not drawn),-1.6,-3,0.5,0,11,0,-1,-0.2,-7,-1
CC(C)c1ccc(/C=N/n2cnnc2)cc1,-2.2,2,-0.9,-3,-22,-1,-6,0.0,-6,-2
COc1cccc(-c2nn(Cc3ccccc3)cc2CO)c1,-0.2,2,-1.0,-2,7,-3,4,0.3,-3,-2
CCc1nc2sc3c(O)cc(=O)[nH]c3c2cc1C,-0.1,4,0.4,-8,23,-7,5,-1.0,5,1
O=C(O)CCN1C(=O)C2CCCCC2C1=O (stereo not drawn),-2.2,1,-0.2,-2,5,-11,-5,0.2,-8,2
O=C(COc1ccccc1)N1CCN(S(=O)(=O)c2ccc(Br)cc2)CC1,-1.1,-2,0.2,-1,15,2,1,0.1,-9,3
O=C(CCc1ccccc1)NNC(=O)Nc1ccc(F)c(Cl)c1,0.2,-1,-0.8,1,9,-2,-3,1.1,-7,1
CCN1C(=O)/C(=C\N(C)C)S/C1=N\S(=O)(=O)c1ccccc1,-0.1,-1,3.2,-7,-11,0,-2,-0.5,1,-1
CCc1cc(=S)n2c([nH]c3ccccc32)c1C#N,21,12,.,-1,-27,10,-5,-0.4,-6,15
CCN1/C(=C\C=C2\C(=O)N(C)C(=S)N2C)Sc2ccccc21,5.0,-22,1.6,-13,-48,9,-10,-2.0,12,-2

# 5 structures already listed, sorted by molar mass, highest first:
SMILES,LMPTP inh,SUMO1 PPI mod,MsrA inhibitor,bovine MsrA act,NRP1-CendR mod,STEP inh,eLon inh,Tb MetRS inh,Scp1 inh,DNMT1 inh
CN(C)S(=O)(=O)c1cccc(C(=O)Nc2cc(S(=O)(=O)N3CCOCC3)ccc2N2CCCC2)c1,1.9,3,0.4,-4,5,16,-8,0.2,-7,0
O=C(CCc1ccccc1)NNC(=O)Nc1ccc(F)c(Cl)c1,0.2,-1,-0.8,1,9,-2,-3,1.1,-7,1
COc1cccc(-c2nn(Cc3ccccc3)cc2CO)c1,-0.2,2,-1.0,-2,7,-3,4,0.3,-3,-2
CCc1nc2sc3c(O)cc(=O)[nH]c3c2cc1C,-0.1,4,0.4,-8,23,-7,5,-1.0,5,1
CCc1cc(=S)n2c([nH]c3ccccc32)c1C#N,21,12,.,-1,-27,10,-5,-0.4,-6,15

# Following part
SMILES,LMPTP inh,SUMO1 PPI mod,MsrA inhibitor,bovine MsrA act,NRP1-CendR mod,STEP inh,eLon inh,Tb MetRS inh,Scp1 inh,DNMT1 inh
CCOc1ccc(C(=O)Nc2cc(NC(=O)c3ccc(OCC)c(Cl)c3)cc(C(=O)O)c2)cc1Cl,1.6,32,0.0,-2,-23,-4,0,-0.5,27,-18
COc1cc(C2CC(=O)c3c(O)cc(O)cc3O2)ccc1O (stereo not drawn),0.2,7,0.8,-5,-4,1,-5,0.1,-7,1
CCOc1ccc(S(=O)(=O)NC2CC2)cc1C(N)=O,-0.4,-2,-0.1,-4,4,9,-8,-0.1,-7,0
C[C@H](CO)N1C[C@H](C)[C@@H](CN(C)C(=O)Nc2ccccc2)Oc2ncc(C#CC3CCCCC3)cc2C1=O,-0.5,8,1.0,-6,-1,0,6,-1.7,.,14
CCOC(=O)c1nn(-c2ccccc2)c(=O)cc1OCC(=O)Nc1ccccc1OCC,-0.9,0,-0.4,-2,16,1,5,-0.4,-7,27
Cc1c(NC(=O)COC(=O)/C=C/c2cccc(Br)c2)c(=O)n(-c2ccccc2)n1C,-0.5,-21,-0.1,-1,-4,-3,-1,-0.2,-8,2
C=CCn1c(SCC(=O)c2ccc(O)c(O)c2)nnc1-c1cccc(OC)c1,16,-3,0.8,-4,-69,4,1,-0.3,12,7
COC(=O)c1ccc(N2CCN(CCNC(=O)Nc3ccc(OC)cc3)CC2)cc1,0.1,5,-0.7,0,10,6,1,-1.3,-1,-4
O=C(CCC(=O)OCC(=O)c1ccc(Br)cc1)Nc1cccc2cccnc12,-1.0,-4,0.0,-14,-1,-2,-8,-1.7,-8,-4
CC(=O)NC1=NN(C(C)=O)C(C)(CC(=O)OC(C)(C)C)S1 (stereo not drawn),-0.5,0,0.1,-7,0,-1,14,-1.0,-5,1
COc1ccc(/C=C(\CC(=O)O)c2nc3ccccc3s2)cc1O,-0.5,-11,5.6*,-9,-5,-1,5,-1.2,-2,-1
Nc1ncc([N+](=O)[O-])cc1Br,4.0,-19,5.4*,-11,8,-1,0,-0.9,-1,5

# Full records as entered above.
# `CCOc1ccc(C(=O)Nc2cc(NC(=O)c3ccc(OCC)c(Cl)c3)cc(C(=O)O)c2)cc1Cl` is listed with LMPTP inh = 1.6; SUMO1 PPI mod = 32; MsrA inhibitor = 0.0; bovine MsrA act = -2; NRP1-CendR mod = -23; STEP inh = -4; eLon inh = 0; Tb MetRS inh = -0.5; Scp1 inh = 27; DNMT1 inh = -18
# `C[C@H](CO)N1C[C@H](C)[C@@H](CN(C)C(=O)Nc2ccccc2)Oc2ncc(C#CC3CCCCC3)cc2C1=O` is listed with LMPTP inh = -0.5; SUMO1 PPI mod = 8; MsrA inhibitor = 1.0; bovine MsrA act = -6; NRP1-CendR mod = -1; STEP inh = 0; eLon inh = 6; Tb MetRS inh = -1.7; Scp1 inh = .; DNMT1 inh = 14
# `Cc1c(NC(=O)COC(=O)/C=C/c2cccc(Br)c2)c(=O)n(-c2ccccc2)n1C` is listed with LMPTP inh = -0.5; SUMO1 PPI mod = -21; MsrA inhibitor = -0.1; bovine MsrA act = -1; NRP1-CendR mod = -4; STEP inh = -3; eLon inh = -1; Tb MetRS inh = -0.2; Scp1 inh = -8; DNMT1 inh = 2

# Other compounds follow:
SMILES,LMPTP inh,SUMO1 PPI mod,MsrA inhibitor,bovine MsrA act,NRP1-CendR mod,STEP inh,eLon inh,Tb MetRS inh,Scp1 inh,DNMT1 inh
CC(=O)c1ccc(OCC(O)CN2CCOCC2)cc1 (stereo not drawn),-1.9,-3,.,0,-6,-1,0,-0.1,-1,0
CC(=O)c1cn(CC(=O)NCc2cccnc2)c2ccccc12,0.4,0,-0.5,-1,1,-2,-2,-0.2,-3,2
Cc1ccc2c(CC(=O)NC3=NCCS3)coc2c1,1.1,-2,-0.6,-9,7,-2,-4,-0.6,-4,-4
COCCOC(=O)c1c(NC(=O)CNCc2ccco2)sc(C(N)=O)c1C,2.5,7,2.5,-8,-14,4,-2,-0.9,-2,-1
Cc1ccc(S(=O)(=O)N2CCCCC2)cc1NC(=O)Cc1cccs1,0.7,0,0.4,-1,1,-3,1,-0.2,-2,-5
O=C(NCc1ccccn1)C(=O)N/N=C/c1ccccc1O,-2.1,-11,2.6,-3,4,1,-1,0.1,6,0
CC(=O)N/C(=C\c1ccc(C)cc1)C(=O)O,-1.9,-2,0.3,-10,2,-3,4,-0.4,-1,5
O=C(CSc1nnc(NC(=O)c2ccco2)s1)Nc1ccccc1,-1.6,3,1.6,-3,-1,1,-5,0.3,-3,-1
COC(C(=O)NNS(=O)(=O)c1ccccc1[N+](=O)[O-])c1ccccc1 (stereo not drawn),-0.9,-6,0.3,-4,-1,-1,-9,-0.2,1,1
c1ccc(N2CCN(C3CCSC3)CC2)cc1 (stereo not drawn),-0.4,1,-0.9,0,18,1,-1,0.5,-8,1
COCCSc1nnc(NC(=O)Cc2ccc(OC)cc2)s1,0.2,-4,-1.7,-5,12,-3,0,0.3,-9,-1
O=C(O)c1cc(-c2c[nH]c3ccccc23)nc2ccc3ccccc3c12,-0.6,9,3.1,-7,-16,-4,-4,-0.2,1,-3
O=C1/C(=C/c2ccncc2)SC(=S)N1C1CCCCC1,0.0,-5,0.3,-4,0,-3,-4,1.4,-5,0

# Assay outcomes deposited in PubChem BioAssay by several laboratories.
